# Bioassay records from PubChem BioAssay.
# Hsp90 Hop PPI – qHTS Assay for Disrupters of an Hsp90 Co-Chaperone Interaction | AlphaScreen TPR2A-His6 binding biotin-Hsp90 C-terminal peptide | Potency, µM (series often up to 57 µM), inactives show top-dose activity change, negative = inhibition | actives 0.44% (n = 71,000) | AID 595, 2007 | Hsp90 C-terminal peptide / TPR2A (Hop) interaction, human; active = well fitted curve in either direction with a large enough effect; inconclusive = small, poorly fitted or top-dose-only effect, or another doubt; also: potency is read from the fitted curve at half-maximal effect; % is scaled to controls: 0 for no effect and ±100 for the full control effect; many of its hits are not listed in these tables
# 4-MU autofl – qHTS Assay for Spectroscopic Profiling in 4-MU Spectral Region; compound autofluorescence, 340/450 nm, 4-MU equivalents; stronger effect = higher value; max dye-equivalent concentration, M; actives 11% (n = 59,000); AID 589, 2007; in the data active = max dye-equivalent concentration above about 10 nM; inconclusive = mostly about 1.1 nM to 9.6 nM
#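 Compounds in 100 mM Tris, pH 8.0, sat 15 min at room temperature before fluorescence was read at 340 nm excitation/450 nm emission; a per-plate six-point 4-MU standard curve converted signals to dye-equivalent concentration at each compound concentration.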
# DNA Pol III inh – qHTS Assay for Inhibitors of DNA Polymerase III Holoenzyme System | reconstituted DNA polymerase III holoenzyme replication, biochemical | Potency, µM (highest dose often 57.1 µM), inactives show at the top dose activity change, negative = inhibition | actives 0.25% (n = 71,000); also: potency is read from the fitted curve at half-maximal effect; % is scaled to controls: 0 for no effect and ±100 for the full control effect
#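 Reconstituted *E. coli* holoenzyme (0.35 nM Pol III, 1 nM beta, 154 nM SSB, 2 nM primase) was preincubated with compound for 15 min at RT. Synthesis on 1.4 nM ssM13Gori ran 35 min, then was stopped with PicoGreen/EDTA and read as dsDNA fluorescence.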
# HBB splicing – qHTS Assay for Modulators of Hemoglobin Beta Chain Splicing. HBB splicing reporter cell assay, activation; EGFP reporter with mutant IVS2-654 intron; response scale: normalised to 500 nM splice-correcting PNA. Potency, µM (titrated, usually from 46.1 µM), inactives show at the top dose activation, most hits filed as activators. actives 0.06% (n = 65,000). AID 925, 2007; also: potency is read from the fitted curve at half-maximal effect; 0% is about no effect
#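 HeLa cells stably expressing EGFP interrupted by mutant beta-globin intron 2 (IVS2-654), 500/well in 2% FCS. Treated with compound for 2 days at 37C. Splicing correction scored as total well GFP intensity (488 nm excitation, 500-520 nm emission); 500 nM antisense PNA served as control.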
# BRCT inh red – qHTS Assay for Inhibitors of BRCT-Phosphoprotein Interaction (Red Fluorophore) | Potency, µM (top dose mostly 76.9 µM), for inactives: at the top dose activity change, negative = inhibition, usual class: inhibitors | Breast cancer type 1 susceptibility protein (Homo sapiens), P38398 | actives 0.03% (n = 75,000) | BRCT-phosphopeptide binding, red fluorescence polarization | AID 892, 2007; also: % is scaled to controls: 0 for no effect and ±100 for the full control effect
#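 Fluorescence polarization: 100 nM His-tagged BRCA1 BRCT with 100 nM TAMRA-labelled phospho-BACH1 decapeptide, phosphate buffer pH 7.3 with 150 mM NaCl, DTT, 0.01% Tween 20; 12 min RT. Binding inhibition seen as FP decrease.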
# Epigenetic mod – qHTS Assay for Epigenetic Modulators | mouse C127i GFP locus derepression, cytometry, 30 h | Potency, µM (titrated, usually from 46.1 µM), without a hit: at the top dose GFP derepression (activation) | actives 0.09% (n = 68,000); also: % of control where 0% means no effect
#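 Derepression screen: silenced CMV-GFP reporter in murine C127i cells, 30 h compound incubation at 37 C, washed cells imaged by laser-scanning cytometer to enumerate GFP-expressing objects of 20 to 120 um.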
# BRCT PPI green – qHTS Assay for Inhibitors of BRCT-Phosphoprotein Interaction (Green Fluorophore); Breast cancer type 1 susceptibility protein (Homo sapiens), P38398; BRCA1 BRCT-phosphopeptide binding, green fluorescence polarization; Potency, µM (highest dose often 76.9 µM), for inactives: at the top dose activity change, negative = inhibition, usual class: inhibitors; actives 0.05% (n = 75,000); AID 875, 2007;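 also: potency is read from the fitted curve at half-maximal effect; plate controls were peptide without protein for full effect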
#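 Compounds were incubated for 12 min at room temperature with a complex of 100 nM fluorescein-tagged pBACH1 decapeptide and 250 nM His-tagged BRCT protein. Buffer was phosphate pH 7.3 with EDTA, DTT and Tween 20. Disruption of binding lowers the polarization signal.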
# 15-hLO inh – qHTS Assay for Inhibitors of 15-hLO (15-human lipoxygenase); Polyunsaturated fatty acid lipoxygenase ALOX15 (Homo sapiens), P16050; purified 15hLO-1, xylenol orange hydroperoxide absorbance; Potency, µM (doses to about 57.1 µM), for the others: top-dose activity change, negative = inhibition, usual class: inhibitors; actives 1.4% (n = 74,000); also: potency is read from the fitted curve at half-maximal effect; % is scaled to controls: 0 for no effect and ±100 for the full control effect; nearly all actives have a fitted effect of over 55% in size
#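 Quantitative HTS in 25 mM Hepes pH 7.5 containing 0.01% Triton X-100: human 15hLO-1 at 40 nM, arachidonic acid at 50 uM, 6 min turnover. Product quantified via ferrous oxidation/xylenol orange, 573:405 nm absorbance ratio.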
# CRE-bla Fsk – Cell signaling CRE-BLA (Fsk stim); CHO CRE-bla reporter (cAMP response element driving beta-lactamase), forskolin EC10, beta-lactamase ratio; Potency, µM (series often up to 38.2 µM), for the others: top-dose activity change, negative = inhibition, usual class: activators; actives 2.5% (n = 71,000); AID 662, 2007; active = well fitted activation curve with a large enough effect in the signal ratio, with a control signal flat, not every such curve was filed as active; inconclusive = small, poorly fitted or top-dose-only effect, or effect the other way, or a change in a side signal; the % refers to the signal ratio; also: potency is read from the fitted curve at half-maximal effect; % of control where 0% means no effect
#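 qHTS titration format; CRE-bla CHO reporter; stimulus EC10 NKH 477, a water-soluble forskolin. Read: CCF4 460/530 nm ratio. Potency expressed as AC50 for activators or inhibitors.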
# UbGFP stabilizer – Ubiquitin-GFP Assay. Ubiquitin-GFP reporter cells, proteasome inhibition, GFP fluorescence; response scale: untreated = 0%, 10 µM MG-132 = 100%. 67,000 tested, under 10 active. Potency, µM (series often up to 45.9 µM), inactives show at the highest dose activation (GFP accumulation), usual class: activators; active = well fitted activation curve with a large enough effect, not every such curve was filed as active; inconclusive = small, poorly fitted or top-dose-only effect, or another doubt; inactive = no such curve, though single readings can be large or run the other way; also: potency is read from the fitted curve at half-maximal effect
#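 Reporter cells (U2OS, ubiquitin-G76V-GFP fusion) are plated overnight, then treated 4 hr at 37 °C with compound titrations from 46 uM down to 2.9 nM. Activity is scaled against untreated cells and 10 uM MG-132.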
# A350 fluor – qHTS Assay for Spectroscopic Profiling in A350 Spectral Region. Compound autofluorescence, 340/450 nm, Alexa 350 dye-equivalents; stronger effect = higher value. max dye-equivalent concentration, M. actives 11% (n = 59,000); in the data active = max dye-equivalent concentration above about 10 nM; inconclusive = mostly about 1.1 nM to 9.6 nM
# * marks the source's active call; other numbers are inactive results; i = inactive; ? = inconclusive; / = not tested or not shown; ! = a repeat was not active; [ ] = dose if it differs, or a comment. Unless noted, calls follow the shape of the dose curve; as a rule, active = well fitted curve in the direction sought with a large enough effect; inconclusive = small, poorly fitted or top-dose-only effect, or another doubt; inactive = no such curve, though single readings can be large; an effect the other way counts as inactive or inconclusive.
cpd | structure | Hsp90 Hop PPI | 4-MU autofl | DNA Pol III inh | HBB splicing | BRCT inh red | Epigenetic mod | BRCT PPI green | 15-hLO inh | CRE-bla Fsk | UbGFP stabilizer | A350 fluor
1 | O=C(NCc1cccs1)c1cc(-c2ccccc2)on1 | -4% | i | -8% | 0.1% | 0.6% | -2% | -1.1% | 3% | 7% | -2% | i
2 | CCOC(=O)N1CCC(NC(=O)C2CCN(Cc3nc(-c4ccc(CC)cc4)oc3C)CC2)CC1 | -5%[2.3 µM] | / | -5% | -0.2% | -1.1% | / | 4.5% | 2% | 2% | -3% | /
3 | CCOC(=O)C1CCCN(C(=O)CNC(=O)Cn2ccc3ccccc3c2=O)C1 (configuration not stated) | -17% | i | -3% | -0.8% | -0.6% | 2% | -0.5% | 4% | -3% | 4% | i
4 | CC1(C)c2ccccc2N2CCC(=O)NC21/C=C/c1ccco1 (configuration not stated) | -21% | i | -7% | 11%[57.5 µM] | -13% | 2% | 19% | ? | -8% | -3% | i
5 | CC(C)CC(=O)N1CCN(C(=O)CCC2CCCC2)CC1 | 0% | / | -5% | -0.7% | 0.7% | 0% | -1.2% | 2% | 2% | 3% | /
6 | N[C@@H](CO)C(=O)NNCc1ccc(O)c(O)c1O | ? | 6.5e-08M*! | 7%[25.6 µM] | -1.0%[20.6 µM] | 0.1%[34.4 µM] | -2%[20.6 µM] | 0.8%[34.4 µM] | 9%[25.6 µM] | 17%[17.1 µM] | -3%[20.5 µM] | 6.2e-08M*!
7 | COc1ccccc1CNC(=O)CCN1C(=O)COc2ccc(C)cc21 | 1% | i | -12% | -2.7% | 0.7% | 2% | -1.6% | -4% | -9% | -7% | i
8 | CCc1c(O)nc(SCC(=O)Nc2ccc3c(c2)CCC3)[nH]c1=O | 0% | i | -5% | -0.1%[57.5 µM] | -1.1% | 4% | -1.2% | 8% | -3% | 4% | i
9 | Cc1ccccc1OCCCC(=O)Nc1nccs1 | -8% | i | -2% | / | -3.1% | 1% | -0.2% | 4% | -4% | 0% | i
10 | COc1ccc2[nH]c3nc(SC(C)C)nnc3c2c1 | 0% | i | 2% | -0.3%[57.5 µM] | 0.3% | 1% | -1.2% | -8% | ? | -2% | i
11 | O=C1CC(c2ccco2)CC2=C1C=Nc1ccccc1N2 (configuration not stated) | -1% | i | 6% | -1.2%[57.5 µM] | 0.9% | 0% | -1.3% | -5% | -9% | -1% | i
12 | COC(=O)CSc1nc2cc(C)ccc2cc1C#N | 23% | ? | -4% | -3.1% | -1.7% | 4% | 0.9% | -12% | 5% | 1% | 1.1e-08M*
13 | O=C(COc1ccccc1Cl)NCCCN1CCOCC1 | 1% | i | -4% | -4.2% | -4.9% | -1% | -1.0% | 8% | -20% | 29% | i
14 | CCCNC(=O)N1CCN(c2nc(C(C)C)c3c(c2C#N)CC(C)(C)OC3)CC1 | -6% | / | -5% | 1.0% | 0.6% | 1% | -2.9% | 2% | 18% | -21% | /
15 | CCC(=O)c1ccc(N2CCCCCC2)c(F)c1 | ? | / | 4% | -0.1% | 0.6% | 0% | 1.3% | 0% | ? | -4% | /
16 | Cc1cc(C)c(C)c(OCc2nc(-c3cccnc3)no2)c1 | 1% | i | -1% | -0.8% | -0.5% | 0% | 0.7% | 0% | 15% | 2% | i
17 | COc1ccc(NC(=O)CCCC2=NS(=O)(=O)c3ccccc3N2)cc1 | -1%[2.3 µM] | / | -2% | -0.2% | -2.2% | / | -2.9% | -4% | -4% | -12% | /
18 | CCOc1ccccc1N1C(=O)c2ccc(C(=O)O)cc2C1=O | -2% | / | -6% | -0.2%[9.22 µM] | 1.9% | 2% | -3.7% | 2% | -3% | -8% | /
19 | O=C(NCc1ccccc1)c1cnsn1 | 0% | i | -2% | 1.7% | 1.1% | -3% | 1.4% | 10% | ? | 8% | ?
20 | CCN1CCN(c2nc3c(c(=O)n(C)c(=O)n3C)n2CCSc2nccc(C)n2)CC1 | -4% | i | -1% | 11%[1.84 µM] | -2.0% | 0% | -2.0% | -9% | ? | 3% | i
21 | CCCCCC(=O)Nc1ccccc1N1CCN(c2ccccc2)CC1 | ? | i | -5% | -0.3%[57.5 µM] | -0.4% | 0% | 1.1% | 2% | 28% | 1% | i
22 | O=C(COC(=O)c1cccc(S(=O)(=O)N2CCOCC2)c1)Nc1ccc2c(c1)OCO2 | -4% | i | -14% | -2.0% | -0.8% | -3% | -0.6% | -2% | ? | 0% | i
23 | O=C(OCn1nnc2ccccc2c1=O)c1ccc2ncsc2c1 | 0% | i | -3% | 0.1% | 1.1% | -1% | 1.3% | 1% | 10% | 2% | i
24 | Cc1cc2oc(=O)cc(CN3CCCc4ccccc43)c2cc1C | 2% | i | -2% | -1.8% | 1.2% | 1% | -1.2% | -28% | -18% | 4% | i
25 | Cc1cccc(-c2nc(CN3CCCC(C(=O)NC4CCCCCC4)C3)c(C)o2)c1 (configuration not stated) | -1% | i | -3% | 0.4% | -2.1% | 2% | 0.5% | -28% | -17% | -5% | i
26 | COc1ccccc1Oc1ccc(S(=O)(=O)N2CCOCC2)cc1S(=O)(=O)N1CCOCC1 | -4% | / | 1% | -1.9% | -1.0% | 4% | 0.6% | 5% | 0% | 0% | /
27 | CCc1oc(C(=O)O)cc1COC | -1% | i | -14% | / | 0.2% | 8% | -1.9% | 3% | -8% | 0% | i
28 | COCCSc1nc2sc3c(c2c(=O)n1-c1ccccc1)CCN(C)C3 | -3% | i | -2% | 1.8% | 0.9% | 6% | -0.4% | 2% | 1% | -3% | i
29 | Brc1ccccc1-c1nc(-c2ccccc2)no1 | ? | / | -2%[11.4 µM] | 3.0%[0.0738 µM] | 1.3% | -2% | 0.2% | -2%[11.4 µM] | ? | 15%[9.17 µM] | /
30 | O=C1CC(C(=O)N(c2ccc(F)cc2)C(C(=O)NC2CCCC2)c2ccccn2)CS1 (configuration not stated) | -9% | i | -5% | -3.3% | 0.3% | -1% | -1.1% | -4% | -10% | 2% | i

# Record cards (already shown). Order of values: Hsp90 Hop PPI | 4-MU autofl | DNA Pol III inh | HBB splicing | BRCT inh red | Epigenetic mod | BRCT PPI green | 15-hLO inh | CRE-bla Fsk | UbGFP stabilizer | A350 fluor
# O=C(OCn1nnc2ccccc2c1=O)c1ccc2ncsc2c1 in the list: 0% | i | -3% | 0.1% | 1.1% | -1% | 1.3% | 1% | 10% | 2% | i
# COc1ccccc1Oc1ccc(S(=O)(=O)N2CCOCC2)cc1S(=O)(=O)N1CCOCC1 in the list: -4% | / | 1% | -1.9% | -1.0% | 4% | 0.6% | 5% | 0% | 0% | /
# O=C1CC(C(=O)N(c2ccc(F)cc2)C(C(=O)NC2CCCC2)c2ccccn2)CS1 (configuration not stated) in the list: -9% | i | -5% | -3.3% | 0.3% | -1% | -1.1% | -4% | -10% | 2% | i
# Brc1ccccc1-c1nc(-c2ccccc2)no1 in the list: ? | / | -2%[11.4 µM] | 3.0%[0.0738 µM] | 1.3% | -2% | 0.2% | -2%[11.4 µM] | ? | 15%[9.17 µM] | /

# Next results
cpd | structure | Hsp90 Hop PPI | 4-MU autofl | DNA Pol III inh | HBB splicing | BRCT inh red | Epigenetic mod | BRCT PPI green | 15-hLO inh | CRE-bla Fsk | UbGFP stabilizer | A350 fluor
31 | O=C(CN(C(=O)CCC(=O)Nc1nccs1)c1ccc(F)c(Cl)c1)NCc1ccco1 | -3% | i | -1% | -0.5%[57.5 µM] | 1.2% | -1% | -1.6% | 15% | -10% | 0% | i
32 | Cc1nn(-c2ccc(C(=O)Nc3nnc(C4CC4)s3)cc2)c(C)c1Cl | 0% | i | -3% | -2.1% | 0.0% | -1% | 1.0% | 0% | -1% | 0% | i
33 | Cc1nc2ccc(S(=O)(=O)NCC(=O)N3CCC(N4CCCCC4)CC3)cc2s1 | -1% | ? | 0% | 0.0% | -0.1% | 0% | -2.5% | 0% | -3% | 8% | ?
34 | CC(C)CC(c1nnnn1C(C)C)N1CCN(c2cccc(Cl)c2)CC1 (configuration not stated) | 18% | i | -7% | / | -0.9% | -3% | 0.0% | 11% | -6% | -7% | i
